# TNAP inhibition – human TNAP enzyme inhibitors, biochemical, luminescent (AID 518); purified TNAP enzyme, luminescent substrate readout; higher % means a stronger effect; inhibition, % at 20 µM, or IC50 in µM where a hit was titrated; actives 0.09% (n = 64,000); in the data active = a potency from the dose series; inactive = the rest, 99 in 100 with inhibition below about 22%;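 also: plate controls were vehicle for no effect and reference inhibitor for full effect; many of its hits are not listed in these tables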
# HPDE-C7K KRASV12 – viability loss of HPDE-C7K cells – cell-based, fluorescence, HTS, primary screen (AID 431); HPDE-C7K KRASV12 cells, Alamar Blue viability, 48 h; higher % means a stronger effect; one-dose cytotoxicity, % at 10 µM; EC50 in µM for titrated hits; actives 1.7% (n = 63,000);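 active = compounds whose percent cytotoxicity in the single-dose primary screen, scaled between solvent and toxic-drug controls, exceeds 50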;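 also: 0% = DMSO solvent wells and 100% = doxorubicin-treated wells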
# Spn PMK inh – S. pneumoniae PMK inhibition; purified PMK, PK/LDH-coupled NADH absorbance 340 nm; inhibition, % at 10 µM; actives 0.49% (n = 65,000); AID 539;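 active = top-ranked compounds by inhibition in the single 10 µM screen, taking a fixed number of the strongest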;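 also: 0% = full reaction with DMSO carrier and 100% = background rate without enzyme reaction; no value below 0 was filed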
# Bfl-1 displacement – displacement of Bid BH3 peptide from Bfl-1 – biochemical, fluorescence polarization, FITC-Bid, mouse, primary screen (AID 432); actives 0.02% (n = 64,000); one-dose displacement, % at 20 µM; IC50 in µM for titrated hits; FITC-Bid BH3 peptide fluorescence polarization displacement; higher % means a stronger effect; in the data active = a potency from the dose series; inactive = the rest, 99 in 100 with displacement below about 15%; also: strong numbers were not always called active
# HPDE-C7 viability – cytotoxicity in HPDE-C7 cells, cell-based, fluorescence, HTS (AID 430) | HPDE-C7 pancreatic duct cells viability, fluorescence; higher % means a stronger effect | cytotoxicity, % at 10 µM; hits with a dose series show EC50 in µM | actives 1.8% (n = 63,000);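 also: cells exposed to compound for 48 hours before viability readout; 0% = vehicle and 100% = reference cytotoxic drug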
# LYP phosphatase – inhibition of human PTPN22 tyrosine phosphatase – biochemical, DiFMUP fluorescence, recombinant catalytic domain, 10 µM, primary screen (AID 606). inhibition, % at 10 µM; hits with a dose series show IC50 in µM. 52,000 tested, under 10 active. recombinant LYP catalytic domain, DiFMUP fluorescence; higher % means a stronger effect;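 active = IC50 under 40 µM in the dose-response test; inactive = IC50 of 40 µM or more, or never dose-tested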
# Spn DPM-DC inh – S. pneumoniae DPM-DC inhibition | purified DPM-DC, PK/LDH coupled NADH fluorescence | calls only at 10 µM | actives 0.49% (n = 65,000) | AID 556;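 active = the 320 compounds with the highest percent inhibition in the single-dose primary screen, excluding strongly autofluorescent ones, cut at about 32% in these data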;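 also: kinetic rate of NADH fluorescence loss reporting ADP formed by the decarboxylase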
# HT1080 cytotoxicity – HT1080 cell viability loss – fluorescence readout (AID 620); actives 0.42% (n = 87,000); cytotoxicity, % at 10 µM, or EC50 in µM where a hit was titrated; HT1080 viability, fluorescence; higher % means a stronger effect;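 also: cells exposed to compound overnight then 4 h with Alamar Blue; 0% = vehicle DMSO and 100% = killing control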
# MK inhibit – inhibitors of Streptococcus pneumoniae mevalonate kinase. purified MK, PK/LDH-coupled NADH absorbance 340 nm. inhibition, % at 10 µM. actives 0.48% (n = 65,000). AID 555;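 active = ranked among the strongest by inhibition in the single 10 µM screen, a fixed top-ranked set picked for dose follow-up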; also: no value below 0 was filed
# Spn PMK inh pilot replicates – further read-out of Spn PMK inh, marked with its call; inhibition, %; measured here: pilot screen replicates
# MK inhibit pilot replicates – further read-out of MK inhibit, marked with its call; inhibition, %; measured here: pilot screen replicates
# Spn DPM-DC inh pilot screen % – further read-out of Spn DPM-DC inh, marked with its call; inhibition, %; measured here: pilot screen trials
# Starred values were filed as active, the others as inactive; i = inactive; . = no result given; + = active, no number. Rule as the data show it, unless noted: active = cytotoxicity above about 50%; inactive = the rest.
SMILES,TNAP inhibition,HPDE-C7K KRASV12,Spn PMK inh,Bfl-1 displacement,HPDE-C7 viability,LYP phosphatase,Spn DPM-DC inh,HT1080 cytotoxicity,MK inhibit,others
COc1ccc(S(=O)(=O)N(C(C)=O)c2ccc3oc(=O)sc3c2)cc1,19%,14%,14,-5%,10%,-2%,i,3%,7,
O=C(CSc1nnc(Cn2c(=O)sc3ccccc32)n1CCc1ccccc1)N1CCCC1,4%,9%,1,-3%,-5%,.,i,3%,3,
Cc1cnc(SCCc2ccncc2)nc1C,3%,-4%,3,-9%,-5%,0%,+,6%,16,Spn PMK inh pilot replicates=2.0;MK inhibit pilot replicates=2.5;Spn DPM-DC inh pilot screen %=+
CCOc1cccc(C(=O)Nc2cccc(-c3nnc(-c4ccc(C)cc4)o3)c2)c1,2%,-10%,1,-8%,-8%,19%,.,2%,0,
Cc1cc(F)ccc1S(=O)(=O)Nc1ccccc1C(=O)Nc1ccc2[nH]c(=O)[nH]c2c1,-2%,9%,4,-1%,-4%,1%,i,.,10,
CCNC(=O)CSc1nc2ccccc2c(=O)n1CCCOC(C)C,7%,5%,16,3%,-4%,19%,i,-2%,0,
C=C(C)c1cccc(C(C)(C)NC(=O)N2CCN(c3ccccn3)CC2)c1,2%,-2%,4,4%,-5%,10%,i,-4%,2,
CC1CCCCN1C(=O)Nc1cccc(Cl)c1 (stereo not drawn),12%,-11%,15,-10%,-9%,.,i,6%,1,
O=C(c1noc2c1CCCC2)N1CCN(c2ccc(F)cc2)CC1,4%,-18%,0,-7%,-16%,6%,i,1%,2,
C=CCNC(=O)c1ccc(OC)cc1OC,0%,-2%,6,-9%,-5%,4%,i,-3%,5,
Cc1ccc(-n2c(SCC(N)=O)nnc2-c2ccccn2)cc1,6%,0%,11,-1%,9%,13%,i,4%,12,
O=C1CCc2cc(S(=O)(=O)N3CCC(C(=O)NC4CCCc5ccccc54)CC3)ccc2N1 (stereo not drawn),9%,-5%,0,-6%,-14%,3%,i,-5%,8,
COC(=O)c1ccccc1NS(=O)(=O)c1ccc(O)c(C(=O)O)c1,1%,20%,4,-2%,21%,.,i,-4%,7,
Cc1ccc(C)c(OCc2nnc(NC(=O)c3ccco3)s2)c1,12%,46%,1,1%,30%,-1%,i,-14%,2,
CCCNC(=O)c1c(N)n(-c2cccc(OC)c2)c2nc3ccccc3nc12,-5%,31%,7,1%,34%,4%,.,-6%,12,
CC1(C)CC(=O)C2=C(C1)OC(N)=C(C#N)C2Cc1ccccc1 (stereo not drawn),.,.,0,.,.,7%,i,3%,7,
CC1CCCC(C)N1C(=O)CSc1nnc(C2CCCCC2)o1 (stereo not drawn),6%,6%,6,-1%,3%,5%,i,-8%,7,
CC1=C/C(=C\c2ccc3c(c2)OCO3)C(=O)S1,11%,-16%,10,2%,-9%,.,i,-2%,0,
CCOC(=O)N1CCN(C(=O)c2ccc3c(c2)N(CC)CCS3)CC1,8%,1%,10,-2%,-4%,9%,.,-3%,11,
Cc1cc(Oc2ccccc2)nc(-c2ccccc2)n1,13%,-14%,0,0%,-23%,-1%,i,1%,5,Spn PMK inh pilot replicates=1.5;MK inhibit pilot replicates=1.0;Spn DPM-DC inh pilot screen %=4.5
O=C(CSc1ncn[nH]1)Nc1ccc(Cl)c(Cl)c1,14%,2%,9,0%,6%,16%,i,.,12,
Cc1c(NC(=O)c2cnn3c(C(F)(F)F)cc(-c4ccco4)nc23)c(=O)n(-c2ccccc2)n1C,14%,11%,0,-10%,23%,9%,i,5%,0,
CN1C(=O)SC(Nc2ccccc2C(=O)O)C1=O (stereo not drawn),8%,3%,6,-12%,-2%,15%,i,10%,0,
CCSc1nc(=S)n(CC)c(C)c1C(C)=O,3%,6%,7,-3%,4%,10%,i,-4%,4,
Cc1cc(-n2c(C)cc(C(=O)CSc3nnc4sc5ccccc5n34)c2C)no1,5%,-8%,17,-1%,-1%,-4%,i,8%,2,

# At a glance, part of the list above.
SMILES,TNAP inhibition,HPDE-C7K KRASV12,Spn PMK inh,Bfl-1 displacement,HPDE-C7 viability,LYP phosphatase,Spn DPM-DC inh,HT1080 cytotoxicity,MK inhibit,others
Cc1cnc(SCCc2ccncc2)nc1C,3%,-4%,3,-9%,-5%,0%,+,6%,16,Spn PMK inh pilot replicates=2.0;MK inhibit pilot replicates=2.5;Spn DPM-DC inh pilot screen %=+
CCOc1cccc(C(=O)Nc2cccc(-c3nnc(-c4ccc(C)cc4)o3)c2)c1,2%,-10%,1,-8%,-8%,19%,.,2%,0,
Cc1cc(F)ccc1S(=O)(=O)Nc1ccccc1C(=O)Nc1ccc2[nH]c(=O)[nH]c2c1,-2%,9%,4,-1%,-4%,1%,i,.,10,
CCNC(=O)CSc1nc2ccccc2c(=O)n1CCCOC(C)C,7%,5%,16,3%,-4%,19%,i,-2%,0,
C=C(C)c1cccc(C(C)(C)NC(=O)N2CCN(c3ccccn3)CC2)c1,2%,-2%,4,4%,-5%,10%,i,-4%,2,
CC1CCCCN1C(=O)Nc1cccc(Cl)c1 (stereo not drawn),12%,-11%,15,-10%,-9%,.,i,6%,1,
O=C(c1noc2c1CCCC2)N1CCN(c2ccc(F)cc2)CC1,4%,-18%,0,-7%,-16%,6%,i,1%,2,
C=CCNC(=O)c1ccc(OC)cc1OC,0%,-2%,6,-9%,-5%,4%,i,-3%,5,
Cc1ccc(-n2c(SCC(N)=O)nnc2-c2ccccn2)cc1,6%,0%,11,-1%,9%,13%,i,4%,12,
O=C1CCc2cc(S(=O)(=O)N3CCC(C(=O)NC4CCCc5ccccc54)CC3)ccc2N1 (stereo not drawn),9%,-5%,0,-6%,-14%,3%,i,-5%,8,
COC(=O)c1ccccc1NS(=O)(=O)c1ccc(O)c(C(=O)O)c1,1%,20%,4,-2%,21%,.,i,-4%,7,
Cc1ccc(C)c(OCc2nnc(NC(=O)c3ccco3)s2)c1,12%,46%,1,1%,30%,-1%,i,-14%,2,
CCCNC(=O)c1c(N)n(-c2cccc(OC)c2)c2nc3ccccc3nc12,-5%,31%,7,1%,34%,4%,.,-6%,12,
CC1(C)CC(=O)C2=C(C1)OC(N)=C(C#N)C2Cc1ccccc1 (stereo not drawn),.,.,0,.,.,7%,i,3%,7,

# Next structures:
SMILES,TNAP inhibition,HPDE-C7K KRASV12,Spn PMK inh,Bfl-1 displacement,HPDE-C7 viability,LYP phosphatase,Spn DPM-DC inh,HT1080 cytotoxicity,MK inhibit,others
CCOC(=O)c1sc(NC(=O)CCn2nnc3ccccc32)c(C(=O)OCC)c1C,1%,-5%,23,-4%,-6%,1%,i,8%,0,
CCOC(=O)/C(C#N)=C1/C=CN(C)C=N1,-3%,-8%,12,-7%,7%,-5%,i,1%,15,
CC(COc1cccc2ccccc12)CN1CCN(C)CC1 (stereo not drawn),12%,33%,0,-3%,18%,3%,i,3%,9,
CCN(C(=O)COc1cc(=O)n(C)c2ccccc12)c1cccc(Cl)c1,7%,8%,8,-4%,-6%,17%,i,16%,7,
Cc1cc(NC(=O)CSc2nc3ccsc3c(=O)n2CCCCC(=O)O)no1,8%,5%,12,2%,-2%,10%,i,10%,2,
CCn1c(=O)cc(C(=O)OC)sc1=Nc1ccc(F)c(F)c1,10%,5%,8,-2%,17%,0%,i,-3%,9,
Cn1c(C(=O)NCCN2CCc3ccccc3C2)cc2c(=O)[nH]c3ccccc3c21,8%,6%,13,4%,8%,2%,i,-2%,10,
O=C(NC(NCCCN1CCOCC1)(C(F)(F)F)C(F)(F)F)C1CCCCC1,14%,.,11,-1%,.,.,i,-3%,0,
Nc1ccc(-c2nc3ccc(N)cc3o2)cc1,8%,8%,6,-5%,18%,7%,.,.,8,
COC(=O)c1ccc(N2C(=O)CC(N3CCOCC3)C2=O)cc1 (stereo not drawn),0%,-15%,0,10%,-11%,10%,i,-4%,5,
Cc1cc(C)n2ncc(C(=O)NCc3cccnc3)c2n1,-2%,7%,8,-6%,0%,11%,i,-8%,9,
COc1cc(C(=O)Nc2ccc3c(c2)C(=O)N(CCC(=O)O)C3=O)cc(OC)c1OC,15%,2%,7,5%,6%,0%,i,1%,9,Spn PMK inh pilot replicates=2.0;MK inhibit pilot replicates=9.0;Spn DPM-DC inh pilot screen %=3.0
O=C(c1ccccc1)c1ccc(N2CCOCC2)c(NC(=O)c2ccco2)c1,7%,2%,0,-8%,-4%,-12%,i,-4%,0,Spn PMK inh pilot replicates=3.0;MK inhibit pilot replicates=2.0;Spn DPM-DC inh pilot screen %=2.5
CCNc1nc(SC(C)C(=O)Nc2ccccc2)nc(N2CCOCC2)n1 (stereo not drawn),8%,4%,4,-6%,-6%,-8%,i,8%,11,
CCCNC(=O)NC(=O)CSc1nnc(-c2ccncc2)n1CC,7%,-4%,0,-4%,4%,.,i,4%,10,
O=C(Nc1ccc(S(=O)(=O)N2CCOCC2)cc1)C1COc2ccccc2O1 (stereo not drawn),2%,-12%,0,1%,-22%,11%,i,4%,13,
N#Cc1c(N)oc(-c2ccco2)c1-c1ccco1,14%,23%,10,-1%,7%,.,.,9%,0,
O=C(CCC(=O)N1CCN(c2ccccn2)CC1)Nc1nnc(C2CCCCC2)s1,16%,10%,8,-4%,18%,1%,i,15%,4,
COc1ccc(Nc2nnc(C)c3ccccc23)cc1C(N)=O,15%,13%,14,2%,18%,-13%,i,-5%,15,
NC(=O)C1(S(=O)(=O)c2ccccc2)CCCCC1,2%,7%,9,0%,8%,-1%,i,7%,7,
CC(C)CSc1nc(N2CCOCC2)c2c(c1C#N)CC(C)(C)SC2,12%,-7%,2,3%,11%,4%,i,-11%,8,
COCCCNC(=O)CC(NS(=O)(=O)c1ccc(C)cc1)c1ccco1 (stereo not drawn),4%,-9%,2,11%,-7%,8%,i,-2%,10,
CC1CCC(NC(=O)c2cc3c(=O)n(C)c4ccccc4c3n2C)CC1 (stereo not drawn),2%,-7%,2,-3%,-14%,3%,i,5%,3,
O=C1C(=O)N(CCCN2CCOCC2)C(c2ccccn2)/C1=C(\O)c1ccc2c(c1)OCCO2 (stereo not drawn),10%,-8%,11,-8%,-1%,4%,i,9%,15,
CCOC(=O)N1CCC(N2C(=O)c3ccccc3C2Nc2cc(C(=O)OC)cc(C(=O)OC)c2)CC1 (stereo not drawn),12%,6%,0,-1%,10%,3%,.,-1%,0,

# Three compounds out of the list, sorted by length of the SMILES, rising:
SMILES,TNAP inhibition,HPDE-C7K KRASV12,Spn PMK inh,Bfl-1 displacement,HPDE-C7 viability,LYP phosphatase,Spn DPM-DC inh,HT1080 cytotoxicity,MK inhibit,others
COC(=O)c1ccc(N2C(=O)CC(N3CCOCC3)C2=O)cc1 (stereo not drawn),0%,-15%,0,10%,-11%,10%,i,-4%,5,
CC1CCC(NC(=O)c2cc3c(=O)n(C)c4ccccc4c3n2C)CC1 (stereo not drawn),2%,-7%,2,-3%,-14%,3%,i,5%,3,
O=C(Nc1ccc(S(=O)(=O)N2CCOCC2)cc1)C1COc2ccccc2O1 (stereo not drawn),2%,-12%,0,1%,-22%,11%,i,4%,13,
